Bioassay records deposited in PubChem by several laboratories.
V-ATPase pHluor: alters yeast V-ATPase proton transport | S. cerevisiae, pHLuorin cytosolic pH fluorescence | response, % at 10 µM | 350,000 compounds, 0.37% hits | AID 504577; in the data active = response mostly above about 7.3%, no sharp cut-off; inactive = mostly below about 5.4%; note: actives read high; inactives centre near 0; some compounds called inactive have numbers as strong as hits
MITF act: increases MITF-driven TRPM1 promoter luciferase signal; SK-MEL-5 TRPM1-promoter luciferase, 24 h; % of positive control, neutral wells = 0; activation, % at 12.5 µM; 300,000 compounds, 0.75% hits;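 active = mean activation of at least 80% with every replicate also reaching 80%; inconclusive = mean reaches 80% but some replicate falls short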;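 note: 0% = neutral control wells and 100% = parthenolide positive control wells; values of inactives mirror those of a sister screen read the other way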
CDK5 inh: blocks human CDK5/p35 kinase activity. Q00535+Q15078. Recombinant CDK5/p35, ADP-Glo luminescence, 60 min. inhibition, % at 10 µM. 330,000 compounds, 0.01% hits;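 active = highest replicate inhibition of at least 50% and at least 75% of replicates reaching 50%; inconclusive = only one of the two criteria met; inactive = both criteria failed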;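 note: plate controls were DMSO neutral control for no effect and GW8510 at 10 µM for full effect; many of its hits are not listed in these tables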
Target sequence (Q00535 whole entry, looked up): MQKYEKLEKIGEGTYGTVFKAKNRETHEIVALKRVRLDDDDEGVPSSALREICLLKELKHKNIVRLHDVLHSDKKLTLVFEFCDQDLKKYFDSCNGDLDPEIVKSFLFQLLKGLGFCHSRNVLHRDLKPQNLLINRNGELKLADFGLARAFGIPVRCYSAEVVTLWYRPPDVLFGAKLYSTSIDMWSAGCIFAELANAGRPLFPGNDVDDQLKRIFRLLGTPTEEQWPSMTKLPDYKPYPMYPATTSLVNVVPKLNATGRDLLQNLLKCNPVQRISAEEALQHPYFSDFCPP
Target sequence (Q15078 whole entry, looked up): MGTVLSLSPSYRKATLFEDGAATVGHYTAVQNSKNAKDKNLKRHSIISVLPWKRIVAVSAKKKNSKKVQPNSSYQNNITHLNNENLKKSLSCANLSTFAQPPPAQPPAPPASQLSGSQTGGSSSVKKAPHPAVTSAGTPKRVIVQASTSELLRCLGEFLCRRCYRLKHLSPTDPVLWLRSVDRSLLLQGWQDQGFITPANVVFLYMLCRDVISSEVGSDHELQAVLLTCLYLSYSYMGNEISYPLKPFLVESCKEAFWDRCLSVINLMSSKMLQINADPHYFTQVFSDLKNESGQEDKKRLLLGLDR
CAL PDZ FP-1: CAL PDZ (human) peptide binding inhibition. 300,000 compounds, 0.92% hits. purified CAL PDZ, TMR-peptide fluorescence polarization, 1 h. AID 602252. inhibition, % at 24.9 µM. Q9HD26;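 active = mean inhibition of at least 30% with at least half of replicates also reaching 30%; inconclusive = no clear call, values can overlap the other calls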;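 note: 0% = DMSO neutral control and 100% = excess unlabeled competitor peptide PRC23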
CAL PDZ FP-2: human CAL PDZ-peptide interaction inhibition; Q9HD26; purified CAL PDZ, TMR-peptide fluorescence polarization, 1 h; inhibition, % at 20 µM; 330,000 compounds, 0.02% hits; AID 504414;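 active = highest replicate inhibition of at least 40%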;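 note: plate controls were DMSO neutral control wells for no effect and unlabeled competitor peptide control wells for full effect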
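Read-out basis: mP drop reported as inhibition | Assay system: Tagged CAL PDZ protein CerCALP, purified | Benchmarks: Unlabelled peptide for full inhibition, DMSO wells as neutral | Schedule: 1 h incubation at room temperature before polarization reading | Buffer or medium: Sodium phosphate/NaCl buffer pH 7.4 with TCEP, IgG, Thesit | Doses: Single point, 20 µM | Measured by: Fluorescence polarization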
Wnt bcat act: activates Wnt/beta-catenin signaling in a reporter cell assay; 300,000 compounds, 1.2% hits; AID 743398; activator, plate reader; activation, % at 9.35 µM; in the data active = activation above about 30%, passing the limit was not always enough; inconclusive = no clear call, values can overlap the other calls;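 note: 0% = neutral control wells and 100% = positive control wells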
Rtt109 HAT inh: inhibitors of Candida albicans Rtt109/Vps75 histone acetyltransferase; Q5AAJ8; purified Rtt109/Vps75, ThioGlo CoA-SH fluorescence, 4 h; inhibition, % at 34.9 µM; 330,000 compounds, 0.16% hits;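 active = inhibition of at least 50% in every replicate; inconclusive = best replicate reaches 50% inhibition but some replicates fall short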
Target sequence (Q5AAJ8 whole entry, looked up): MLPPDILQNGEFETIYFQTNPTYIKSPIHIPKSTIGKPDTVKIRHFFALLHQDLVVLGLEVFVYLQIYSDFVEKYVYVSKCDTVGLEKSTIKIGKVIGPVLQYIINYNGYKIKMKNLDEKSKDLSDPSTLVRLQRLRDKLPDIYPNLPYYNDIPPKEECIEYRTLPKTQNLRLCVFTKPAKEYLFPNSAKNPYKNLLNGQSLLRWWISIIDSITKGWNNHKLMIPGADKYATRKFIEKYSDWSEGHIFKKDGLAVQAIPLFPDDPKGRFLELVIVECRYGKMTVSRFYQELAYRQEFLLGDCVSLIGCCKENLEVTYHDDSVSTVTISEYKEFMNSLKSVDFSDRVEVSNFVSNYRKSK
RTF Ca sens act: cardiac RTF calcium sensitization. P19429+P45379. IANBD-labeled TnC RTF fluorescence at EC20 calcium; 0% EC20 calcium, 100% full calcium. activation, % at 7.2 µM. 340,000 compounds, 0.24% hits;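 active = activation above the mean over all tested compounds plus 3 SD, cut at about 30% in these data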;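 note: rise in fluorescence read as greater calcium sensitivity of cardiac thin filaments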
Tat transport: E. coli Tat transport inhibition; inhibition, % at 10 µM; 340,000 compounds, 0.036% hits; E. coli MC4100 TorA-mCherry Tat export, fluorescence;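 active = mean replicate inhibition at least 50% and at least half of replicates individually reaching 50%; inconclusive = only one of the two criteria met; inactive = neither criterion met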;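 note: exported cargo escapes ClpAP degradation while cytoplasmic cargo is degraded and loses fluorescence; 0% = median of neutral control wells and 100% = median of NaSCN control wells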
dFosB act: enhances mouse delta FosB homodimer DNA binding; 340,000 compounds, 0.99% hits; purified delta FosB, TAMRA-CDK5 oligo fluorescence polarization; percent of positive-control signal above neutral wells; P13346; activation, % at 25 µM;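 active = mean activation above about 17%, with every replicate also reaching it, limit read from the data, passing the limit was not always enough; inconclusive = only one of the two conditions met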;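 note: fluorescence polarization rise as delta FosB binds a TAMRA Cdk5 AP-1 oligo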
Active calls of the source: *; ? = inconclusive; . = not tested or not shown; & = joins results of further samples.

SMILES	V-ATPase pHluor	MITF act	CDK5 inh	CAL PDZ FP-1	CAL PDZ FP-2	Wnt bcat act	Rtt109 HAT inh	RTF Ca sens act	Tat transport	dFosB act
C[C@]12C=CC(=O)C=C1CC[C@@H]1[C@@H]2C(=O)C[C@@]2(C)[C@H]1CC[C@]2(O)C(=O)CO	5&-1	-2&0	0.9&1.0	0&1	-1.2&0.0	-2&0	-12&6	2&6	5&3	5&2
CCOC(=O)C1=C(C)NC2=C(C(=O)CCC2)C1c1cc(OC)ccc1OC (stereo unspecified)	-1	4	-1.6	-1	-2.4	-1	.	0	-13	3
Cc1cccc(C(=O)OCC(=O)N2CCCCCC2)c1C	3	79	1.1	3	-0.5	34*	-3	7	16	-9
CCn1nnnc1SCC(=O)NCc1ccc2c(c1)OCO2	2	0	-0.8	-5	-0.9	-2	11	-2	-1	-1
CC(=O)COc1ccc2c(-c3cccc([N+](=O)[O-])c3)cc(=O)oc2c1	0	-11	-6.4	-4	-2.0	.	-1	1	5	-7
Cc1cccc(C(=O)NNC(=O)c2ccc(-c3ccccc3)cc2)c1	-1	11	0.5	-3	-0.2	1	5	0	-10	0
CC(C)(C)NC(=S)NCC1CC1	9	.	1.6	0	-0.9	-1	-5	6	-2	2
O=C(COc1ccccc1)NCC(c1ccco1)N1CCN(c2ccccc2F)CC1 (stereo unspecified)	0	-1	0.8	8	-2.2	-2	2	8	3	-6
Nc1nc(-c2ccc(Cl)cc2)nn1C(=O)c1cccnc1	20*	13	2.0	.	-1.2	.	-3	0	1	4
O=C(CSCCO)Nc1cccc([N+](=O)[O-])c1	6	11	-1.3	-5	-0.9	.	-5	10	10	2
OC(CN1CCN(c2cccc(Cl)c2)CC1)C(c1ccccc1)c1ccccc1 (stereo unspecified)	4	17	-0.2	-3	-0.1	-3	6	2	16	2
COc1cccc(OC)c1C(=O)OCC(=O)NC1CCCCCC1	1	-8	-3.9	.	-1.4	0	3	-2	-4	-5
CC1(C)CC(=O)C(C=NCCN2CCN(C3CC(=O)N(c4cccc(Br)c4)C3=O)CC2)=C(O)C1 (stereo unspecified)	-2	5	-0.9	.	-0.1	-2	-13	3	-4	-5
O=C(CSc1nnnn1-c1ccc2c(c1)OCCO2)OC1CCCCC1	-1	.	0.3	.	-1.0	.	-4	-1	-4	-1
O=C(Nc1ccc(OCc2ccccc2)cc1)c1cccs1	5	.	0.9	0	0.0	17	6	2	-6	-1
COc1cccc(CCNC(=O)c2ccc(C#N)cc2)c1	-3	0	0.1	6	-0.5	12	-5	-1	-2	-6
Cc1ccc(Cl)cc1NC(=O)CC1NC2CCCCC2NC1=O (stereo unspecified)	-1	-16	0.8	.	-0.7	-1	-8	6	0	4
CC1CCCCN1S(=O)(=O)c1cccc(S(=O)(=O)N2CCOCC2)c1 (stereo unspecified)	0	10	-1.1	-3	0.8	0	2	-4	4	-4
CCc1nnc(NS(=O)(=O)c2ccc(NCc3cc(Cl)ccc3O)cc2)s1	3	-3	-1.2	-4	-4.3	0	6	-5	4	-9
Cn1c(=O)c(-c2ccccc2)c(O)c2ccccc21	0	-19	0.1	2	-2.2	-3	4	-2	-5	-4
Cc1ccc(C(=O)N2CCN(C34CC5CC(CC(C5)C3)C4)CC2)o1	-1	-12	3.0	.	0.5	-1	0	-5	-5	-2
Cc1ccc(S(=O)(=O)NN=Cc2ccc(N3CCOCC3)cc2)cc1[N+](=O)[O-]	-4	.	1.4	6	0.5	5	1	-1	2	-1
COc1ccc(SC[C@H](C)CN2CC[C@H](C)CCC2=O)cc1	7	3	1.7	-2	-0.6	-1	-2	1	4	-4
Cc1ccc(Oc2ccc(S(=O)(=O)N3CCOCC3)cc2C(N)=O)c(-n2nc3ccccc3n2)c1	1	-10	0.2	13	-1.6	.	-17	2	-3	-13
COc1ccccc1-n1cnc2cc(NS(=O)(=O)c3ccccc3)ccc21	-2	3	0.2	-4	-3.3	.	8	-2	2	-15
CC(C)=CCSc1nnc([C@@H](NC(=O)OC(C)(C)C)C(C)C)o1	-1	7	-11	.	0.1	1	2	1	10	-1
COc1ccc(C)cc1NC(=O)c1nn(C)c(C(=O)Nc2cc(C)ccc2OC)c1[N+](=O)[O-]	2	.	0.3	-2	0.0	1	-2	-2	1	0
CC1CCN(C(=O)CN(Cc2ccccc2)S(C)(=O)=O)CC1	2	.	0.0	-5	0.3	7	-4	-4	3	-2
O=C(Cn1cnc2c(nnn2Cc2ccc(Cl)cc2)c1=O)OCc1ccccc1	1	1	-1.4	-2	-1.7	.	.	1	-4	5
CSc1nc(SCC(N)=O)c2c3c(sc2n1)CN(C)CC3	0	12	2.8	-1	.	3	-290	3	-5	-2
CCOC(=O)CC(=O)Nc1cc(Cl)ccc1O	0	-3	0.9	-2	-0.8	.	4	-1	12	1
O=C(CC(c1ccccc1)c1ccccc1O)NCc1ccccc1Cl (stereo unspecified)	1	2	-0.6	4	-5.0	.	1	13	2	-7
CCC(=O)N1CCC(c2ccc(OC)cc2)=N1	0	38	-0.5	-5	-2.6	1	-4	-7	-11	4
COC(=O)[C@@]1(C)[C@H]2C(=O)N(C)C(=O)[C@H]2[C@H]2CN=C(SCC(=O)c3ccccc3)N21	4	8	4.0	-1	0.4	1	9	-7	6	5
Oc1ccc(-c2nc3ccccc3s2)cc1	-2	46	6.5	-4	-0.4	47*	8	0	-13	-3
Cc1nn(C)c(C)c1CCC(=O)N1CCCC(Nc2ccc(C(C)C)cc2)C1 (stereo unspecified)	2	1	.	-1	-2.4	1	8	-4	3	-6
CC1CCCCC1NC(=S)NC(=O)c1ccccc1Cl (stereo unspecified)	1	1	-0.9	.	-0.8	0	11	-1	6	-7
COc1ccc(CN2CCSCC2)c(C)c1C	5	-5	2.2	.	1.0	-2	-2	5	2	5
CC(=O)C1=C(C)Nc2ncnn2C1c1ccc(Br)cc1 (stereo unspecified)	-2	1	0.6	-2	-3.2	0	.	8	-6	-4
CC1(C(=O)NC(=S)N(CCC#N)c2ccccc2)CC1(Cl)Cl (stereo unspecified)	-2	-9	-0.7	.	0.1	.	-17	2	-9	5
CCn1c(NCc2cccc(OC)c2OC)nc2ccccc21	-3	25	0.1	-3	0.9	9	-3	-1	-2	-7
N#Cc1c(-c2ccncc2)cc(-c2ccc(F)cc2)nc1N	-5	.	2.0	0	-0.2	1	2	3	3	13
Clc1ccccc1-c1nnc2sc(CCc3ccccc3)nn12	1	-7	-0.8	-8	.	-2	-1	-6	1	-4
COc1cc(C(=O)NCCNC(=O)c2cnccn2)cc(OC)c1OC	-1	-8	0.5	.	-0.6	1	-5	-4	-6	-10
Cc1cc(C(=O)N2CCN(S(C)(=O)=O)CC2)sc1-c1ccccc1	-2	3	0.5	.	0.4	-1	0	-5	1	-4
Cc1cc(O)c(C(C)C)cc1N=Cc1ccc(N(C)C)cc1	-3	-7	0.3	.	1.2	-1	8	-4	3	-3
Cc1nc(C(=O)N2CCCC(N3CCN(c4ccccc4C)CC3)C2)cs1 (stereo unspecified)	2	3	0.1	4	-3.1	0	4	0	2	1
Cc1ccccc1OCc1nnc(SCC(=O)Nc2ccc3nc(SCC(=O)NC(C)(C)C)sc3c2)n1C	-8	-43	-1.3	-2	-0.7	-1	-3	-1	12	-5
COc1cc(NC(=O)CCNC(=O)Cn2ccc3ccccc3c2=O)cc(OC)c1OC	0	25	-1.5	-7	-1.8	.	-3	-2	-5	1
CCN1CCC2(CC1)N=C(c1ccc(F)cc1)C(=S)N2	1	-7	0.1	-3	-2.4	0	-2	0	5	2
O=C(/C=C/c1c(F)cccc1Cl)Nc1ccncc1	-2	36	1.4	-2	-1.8	.	1	6	-9	-22
CCOC(=O)CSc1nc2ccccc2n2c(C)nnc12	-2	5	1.5	.	-0.9	0	-5	4	-7	-11
Cc1c(CNCc2cccs2)c(C(=O)O)c(C)n1Cc1ccccc1	0	-19	0.8	-3	-2.3	.	18	9	-4	-8
O=C(OC(C(=O)Nc1ccc(Cl)cc1C(F)(F)F)c1ccccc1)C1=COCCO1 (stereo unspecified)	4	3	0.3	-6	-0.5	.	-7	-1	1	-7
O=C(CN1CCOCC1)Nc1ccc(S(=O)(=O)NC2CCCCC2)cc1	-1	-5	-2.8	-1	-2.6	.	7	6	-1	-7
CCCn1c(=O)c2c(nc(Br)n2CCC)n(C)c1=O	-1	.	-0.6	-2	-2.2	-1	-2	1	0	-7
COc1cc(C)c(Cl)c(C)c1S(=O)(=O)NC1CC(C)(C)NC(C)(C)C1	6	19	-1.4	-3	-3.0	-1	-25	5	4	-2
CC(OC(=O)c1ncc(Cl)c(Cl)c1Cl)C(=O)NC1CCCCC1C (stereo unspecified)	-1	-3	0.0	-5	-2.5	-2	-5	-6	-12	-3
c1ccc(CCC2CCCCN2Cc2nc(-c3ccc4c(c3)OCO4)no2)nc1 (stereo unspecified)	-1	-8	-6.1	-2	-0.5	0	3	3	-5	0
CCc1nn(C(C)C(=O)N2CC(C)CC(C)C2)c(=O)c2cc3occc3n12 (stereo unspecified)	-1	1	.	-3	-2.2	1	1	-1	-4	-5
More structures
SMILES	V-ATPase pHluor	MITF act	CDK5 inh	CAL PDZ FP-1	CAL PDZ FP-2	Wnt bcat act	Rtt109 HAT inh	RTF Ca sens act	Tat transport	dFosB act
Clc1ccc2c(c1)C1OCCC1C(c1ccco1)N2 (stereo unspecified)	-6	52	2.3	1	-1.2	?	-10	5	-2	-15
O=C(CCN1CCN(Cc2ccccc2)CC1)Nc1cccc(Cl)c1	3	.	-2.9	-2	-1.2	-5	-3	1	-3	-10
O=C(c1cccc(F)c1)N1CCN(C(=O)c2nn3cccnc3c2Cl)CC1	1	.	0.8	-6	-0.2	-1	-12	-2	-2	-7
CC1CCCCN1c1nnc(NC(=O)Cn2c(=O)oc3ccccc32)s1 (stereo unspecified)	-2	3	-0.8	.	0.4	0	-6	-4	2	-12
C[C@@H]1CC=C[C@H]2[C@H]1C(=O)N(Cc1ccccc1)[C@H]2c1cccc([N+](=O)[O-])c1	5	8	-0.6	1	-1.4	4	-4	10	12	-7
C#CCOCCOCCOCCNc1nc(N2CCN(C(=O)[C@H](CCCCN)n3cc(CC(C)O)nn3)CC2)nc(N2CCN(C(=O)[C@H](CCCCN)n3cc(CC(C)O)nn3)CC2)n1 (stereo partly specified)	2	4	2.3	-40	-2.1	-2	1	-3	0	-1
O=C(NCc1ccc(F)cc1)C1CCN(S(=O)(=O)N2CCCCC2)CC1	.	2	0.1	-2	0.4	-4	0	4	12	-10
O=C(Oc1ccc(N(Cc2cccs2)C2=NS(=O)(=O)c3ccccc32)cc1)c1ccc(Cl)cc1	4	5	-1.3	-2	-1.2	0	-5	2	-1	-8
CCc1sc(C(=O)N2CCc3ccccc32)cc1C	1	64	4.2	0	-7.3	39*	-1	-2	7	-8
